High-throughput results from PubChem BioAssay.
RmlCD inh 1536 – inhibitors of Mycobacterium tuberculosis RmlC and RmlD coupled enzymes; P9WH09+P9WH11; RmlC+RmlD coupled enzyme assay, percent inhibition; primary screen in compound mixtures; inhibition, % at 3.6 µM; hit rate 0.03% among 160,000; AID 1533; in the data active means inhibition mostly above about 34%, no sharp cut-off; inconclusive means no clear call, values can overlap the other calls; inactive means mostly below about 22%; further: some results filed as inactive read as strong as hits
Target sequence (P9WH09 whole entry, looked up): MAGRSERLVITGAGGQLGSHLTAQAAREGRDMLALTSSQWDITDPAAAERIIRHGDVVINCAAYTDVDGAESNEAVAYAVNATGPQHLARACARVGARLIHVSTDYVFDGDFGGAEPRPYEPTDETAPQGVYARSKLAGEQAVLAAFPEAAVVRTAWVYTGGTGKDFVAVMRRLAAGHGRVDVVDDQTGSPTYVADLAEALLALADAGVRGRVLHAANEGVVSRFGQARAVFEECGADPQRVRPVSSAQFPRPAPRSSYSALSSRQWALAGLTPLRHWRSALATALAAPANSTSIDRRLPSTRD
Target sequence (P9WH11 whole entry, looked up): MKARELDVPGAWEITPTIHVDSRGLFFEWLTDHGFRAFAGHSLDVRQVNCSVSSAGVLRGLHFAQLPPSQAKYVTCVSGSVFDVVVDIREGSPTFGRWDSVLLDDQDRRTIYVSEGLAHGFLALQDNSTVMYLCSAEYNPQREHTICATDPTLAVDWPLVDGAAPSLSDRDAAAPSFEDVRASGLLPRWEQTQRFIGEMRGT
GlmU inhibition – inhibition of mycobacterial GlmU enzyme – biochemical, glucosamine-1-phosphate acetyltransferase (AID 1376); hit rate 0.25% among 220,000; inhibition, %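 (tested at 30 µM in the primary screen)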; hits with a dose series show IC50 in µM; M. tuberculosis GlmU acetyltransferase enzyme assay; higher % means a stronger effect; in the data active means inhibition above about 13%; inconclusive means no clear call, values can overlap the other calls;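 further: 0% = complete reaction with vehicle and 100% = reaction without substrate; strong numbers were not always called active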
* = called active by the depositor; ? = inconclusive; · = no result given. Some of the compounds tested. The share of hits here may be higher or lower than overall.

Below each compound – RmlCD inh 1536 | GlmU inhibition
1	Clc1ccc(CN(CC2CCCO2)C(c2cccs2)c2nnnn2C2CCCC2)cc1 (configuration not stated)
 : 27 | 1.2%
2	Cc1ccsc1C1CC(=O)NC2=C1C(=O)CC(C)(C)C2 (configuration not stated)
 : · | 6.8%
3	CC1Cc2ccccc2N1C(=O)COC(=O)c1cccnc1Cl (configuration not stated)
 : -2 | -1.3%
4	COC(=O)c1ccccc1NC(=O)CSc1n[nH]c(CC(C)C)n1
 : 3 | 1.1%
5	O=C(NCCN1CCOCC1)c1cc2n(n1)C(C(F)(F)F)CC(c1ccc(F)cc1)N2 (configuration not stated)
 : · | 6.3%
6	CCCCSc1nc2ccccc2n1CC(=O)O
 : · | -3.4%
7	Nc1ccc2c(c1)sc1ccccc12
 : · | 2.5%
8	O=C(NCCc1c[nH]c2ccccc12)/C(=C/c1cccnc1)NC(=O)c1ccccc1
 : -10 | 6.8%
9	O=c1ccc(/C=C/c2ccccc2)nn1Cc1ccc(F)cc1
 : 9 | ·
10	COc1ccc(NC(=O)CSc2ncn(-c3ccccc3)n2)cc1Cl
 : · | 2.3%
11	c1ccc(CNn2nnnc2-c2ccccc2)cc1
 : · | -3.4%
12	CC(C)NC(=O)C1CCN(C2CCN(C(=O)c3scc4c3CCCC4)CC2)CC1
 : 3 | 3.5%
13	CCOC(=O)Nc1nnc(-c2ccccc2OC)s1
 : -5 | 1.9%
14	CNC(=O)NC(=O)CSc1nc2ccccc2n1CCOC
 : · | 5.7%
15	O=C(CSCc1ccccc1)Nc1nccs1
 : 11 | 8.3%
16	CCOc1ccc(C(=O)NC2CCN(CC(=O)NCc3cccs3)CC2)cc1
 : -2 | -3.0%
17	Clc1ccc(N=NN2CCOCC2)cc1
 : -5 | -2.1%
18	COC(=O)Nc1c(-c2ccccc2)nc2ccccn12
 : · | 1.1%
19	CCOC(=O)CNC(=O)N1CCCC(CNS(=O)(=O)Cc2ccccc2)C1 (configuration not stated)
 : -22 | -1.0%
20	CC(C)COc1ccc(CNC(=S)N/N=C/c2ccc([N+](=O)[O-])cc2)cc1
 : · | 4.0%

Filtered by structure, those above containing an aryl methoxy group
Below each compound – RmlCD inh 1536 | GlmU inhibition
10	COc1ccc(NC(=O)CSc2ncn(-c3ccccc3)n2)cc1Cl
 : · | 2.3%
13	CCOC(=O)Nc1nnc(-c2ccccc2OC)s1
 : -5 | 1.9%

The listing picks up, starting 5 compounds before the break.
Below each compound – RmlCD inh 1536 | GlmU inhibition
16	CCOc1ccc(C(=O)NC2CCN(CC(=O)NCc3cccs3)CC2)cc1
 : -2 | -3.0%
17	Clc1ccc(N=NN2CCOCC2)cc1
 : -5 | -2.1%
18	COC(=O)Nc1c(-c2ccccc2)nc2ccccn12
 : · | 1.1%
19	CCOC(=O)CNC(=O)N1CCCC(CNS(=O)(=O)Cc2ccccc2)C1 (configuration not stated)
 : -22 | -1.0%
20	CC(C)COc1ccc(CNC(=S)N/N=C/c2ccc([N+](=O)[O-])cc2)cc1
 : · | 4.0%
21	CCOc1ccc(-c2nc(CSc3nnc(N)s3)cs2)cc1OC
 : -6 | -2.2%
22	CCOC(=O)CSc1nc2c(sc(=S)n2Cc2ccco2)c(=O)n1-c1ccccc1
 : · | 4.2%
23	COc1ccc(C(=O)N2N=C(c3ccccc3)CC2(O)C(F)(F)F)cc1 (configuration not stated)
 : -11 | -4.1%
24	COC(=O)c1ccccc1NC(=O)C1COc2ccccc2O1 (configuration not stated)
 : · | -5.9%
25	COCC(C)Nc1ncnc2c1cnn2-c1ccc(Cl)cc1 (configuration not stated)
 : · | -1.6%
26	COCCNC(=O)C1CCN(S(=O)(=O)c2c(C)noc2/C=C/c2cccs2)CC1
 : 11 | 0.8%
27	CCCCCCn1c(O)c(C=NC2CCN(Cc3ccccc3)CC2)c(=O)[nH]c1=O
 : ? | -1.6%
28	CCn1cc(Br)c(C(=O)NC(=S)Nc2ccc(C(=O)OC)cc2)n1
 : 7 | 12%
29	O=[N+]([O-])c1ccc(CSc2nnc(SCc3ccc(Cl)cc3)s2)cc1
 : 2 | -4.4%
30	Cc1ccccc1CSc1nnc(Cn2c(=O)sc3ccccc32)n1C
 : 0 | 1.8%
31	O=C(Nc1ccc(N=Nc2ccccc2)c(NC(=O)C2CCCO2)c1)C1CCCO1 (configuration not stated)
 : -12 | -2.4%
32	CO/C=C/C#CC1(O)CCN(C)CC1
 : 7 | 2.2%
33	N#C/C(=C\c1ccccc1)c1n[nH]c(Cn2cncn2)n1
 : 4 | -0.5%
34	Cc1ccc(C(C(=O)NC(C)(C)C)N(Cc2ccc3c(c2)OCO3)C(=O)c2ccc(CN3CCOCC3)o2)o1 (configuration not stated)
 : 6 | -0.8%
35	CCCOc1ccc(C(=O)c2nc3c(n2O)CCCCC3)cc1
 : -13 | 16%
36	CN=C1S/C(=C\c2ccc(N3CCOCC3)cc2C)C(=O)N1C
 : -8 | 6.3%
37	O=C(COC(=O)C1CC(O)CN1S(=O)(=O)c1ccc(Cl)cc1)c1ccccc1 (configuration not stated)
 : 1 | 0.5%
38	O=C(C1CC1c1ccccc1)N1CCN(c2cccc(Cl)c2)CC1 (configuration not stated)
 : · | -0.9%
39	O=c1c2c(-c3ccc(Cl)cc3)csc2ncn1/N=C/c1cccc([N+](=O)[O-])c1O
 : · | -2.0%
40	O=C(c1coc(=O)c2ccccc12)N1CCN(Cc2ccccc2)CC1
 : 7 | ·
41	COc1ccc(C(=O)C2CCCN(C3Cc4ccccc4C3)C2)cc1OC (configuration not stated)
 : -11 | 3.2%
42	CCN(CC)S(=O)(=O)c1ccc(-c2nnc(SCC(=O)Nc3ccc4c(c3)OCO4)o2)cc1
 : · | 2.4%
43	COC(=O)Nc1cc(C)n(-c2ccccc2)n1
 : -9 | 2.3%
44	O=C(C[N+]12CCC(CC1)C(OC(=O)c1ccccc1)C2)c1ccc([N+](=O)[O-])cc1 (configuration not stated)
 : -11 | 4.6%
45	Cc1ccc(-c2cc(-c3ccccc3[N+](=O)[O-])[nH]n2)c(O)c1
 : -5 | ·
46	O=C(c1cn(-c2ccccc2)nc1-c1ccncc1)N1CCCCC1
 : · | 0.1%
47	Cc1ccc(CNC(=O)c2cc3c(s2)CN(Cc2ccccc2)C3)cc1
 : 4 | -3.7%
48	O=C(NC(=S)N1CCCc2ccccc21)c1ccco1
 : 6 | -0.3%
49	COc1ccc(OCCSc2nnc3sc4ccccc4n23)cc1
 : -9 | 3.0%
50	O=C(CSc1nnc2ccc(-c3ccccc3)nn12)NCC1CCCO1 (configuration not stated)
 : -13 | -1.1%
51	O=C(COC(=O)c1ccc2c(=O)n3c(nc2c1)CCC3)NC1CCS(=O)(=O)C1 (configuration not stated)
 : 5 | -1.6%
52	CCNC(=O)CC1C(=O)N(c2ccccc2)C(=O)N1CCc1ccc(OC)c(OC)c1 (configuration not stated)
 : · | 2.7%
53	CC(C)C(NC(=O)C12CC3CC(CC(C3)C1)C2)C(=O)N/N=C/C1=C(N2CCOCC2)C(=C\c2ccc([N+](=O)[O-])cc2)/CC1 (configuration not stated)
 : · | 1.0%
54	COc1ccc(OC)c(C2NC(=O)NC(C)=C2C(=O)Nc2ccc(C)cc2C)c1 (configuration not stated)
 : · | -5.8%
55	COc1ccc(C2NCc3ccc4c(c3-n3cccc32)OCO4)cc1O (configuration not stated)
 : 3 | 1.3%
56	CS(=O)(=O)N1CCN(c2ccc(NC(=O)c3ccc([N+](=O)[O-])o3)cc2)CC1
 : · | -3.4%
57	Cc1ccc(S(=O)(=O)NN2C(=O)c3ccccc3NC2c2ccco2)cc1 (configuration not stated)
 : 7 | 5.0%
58	Cc1c(Cl)ccc2c1NC(=O)C21NC(CCC(N)=O)[C@H]2C(=O)N(c3ccc(Cl)cc3)C(=O)[C@H]21 (some centres not stated)
 : 3 | 1.9%
59	COc1ccc(C2c3c(oc4ccccc4c3=O)C(=O)N2Cc2ccncc2)cc1 (configuration not stated)
 : 9 | -1.0%
60	CC(C)n1c(O)c(/C=C2\C=Nc3ccccc32)sc1=Nc1ccccc1
 : · | 6.4%
61	O=C(/C=C/c1cc([N+](=O)[O-])ccc1OC(F)F)Nc1cccc(OC(F)F)c1
 : 7 | -0.2%
62	Cc1cccc2nc(CSc3nnnn3-c3ccccc3)cn12
 : 8 | -4.9%
63	O=C(NCCN1CCOCC1)N1CCOCC1
 : 10 | 3.4%
64	CCc1ccc(C(=O)COC(=O)c2cccc(N3C(=O)c4c(C)nc5ccccc5c4C3=O)c2)cc1
 : 11 | 0.4%
65	O=C(NCc1ccco1)/C(=C\c1ccco1)NC(=O)c1cccs1
 : 0 | 3.3%
66	O=C(Nc1c(F)c(F)c(F)c(F)c1F)NC1CCCCC1
 : 5 | 4.4%
67	CCc1nnc(NC(=O)CSc2n[nH]c(-c3ccccc3O)n2)s1
 : -2 | -7.0%
68	CCN(c1ccccc1)S(=O)(=O)c1ccc(C(=O)Nc2nnc(CSC)o2)cc1
 : -8 | 1.6%
69	CC(=O)N(Cc1cccnc1)c1cccc(-c2nc3ccccc3s2)c1
 : 8 | 1.9%
70	CCn1cc(C(=O)O)c(=O)c2cc(F)c(N3CCN(S(=O)(=O)c4ccc(NC(C)=O)cc4)CC3)cc21
 : 0 | -3.1%
71	Cc1ccc(Cl)cc1N1CCN(C(=O)C2(S(=O)(=O)c3ccc(Cl)cc3)CC2)CC1
 : · | 0.2%
72	CCOC(=O)C1=C(N)OC2=C(C(=O)CC(C)(C)C2)C1C1CCCCC1 (configuration not stated)
 : -6 | 4.0%
73	CN1CCN(S(=O)(=O)c2ccc(NC(=S)NC(=O)c3ccc(Cl)cc3)cc2)CC1
 : 6 | ·
74	Nc1ncnc2c1ccn2[C@@H]1O[C@H](CO)[C@@H](O)[C@H]1O
 : · | -1.8%
75	Cc1nn(-c2ccccc2)c(N2CCCC2)c1/C=N/NC(=O)c1cc(-c2cccs2)nc2ccccc12
 : 4 | 2.5%
76	O=C(NCCN1CCOCC1)c1cc(-c2ccc(F)cc2)on1
 : · | 4.5%
77	NC(=O)[C@@H]1CCCN1Cc1nc(-c2cccs2)no1
 : -2 | -2.6%
78	CC(=O)Nc1ccc(S(=O)(=O)N(C)c2ccccc2)cc1
 : · | -1.3%
79	CCN(CC)CCn1c(NCc2ccc(OC)cc2)nc2ccccc21
 : 5 | -1.5%
80	Cc1nn(-c2ccccc2)c(N)c1C(c1ccccc1)c1c(C)nn(-c2ccccc2)c1N
 : 22 | 3.7%

(cont.)
Below each compound – RmlCD inh 1536 | GlmU inhibition
81	C[C@@H](C(=O)Nc1nc(-c2ccccn2)cs1)N1C(=O)C2CCCCC2C1=O (some centres not stated)
 : · | 2.9%
82	O=C(NCc1ccccc1)C1=C[C@H](c2csc3ccccc23)C[C@H](OCc2ccc(CO)cc2)O1
 : · | -0.3%
83	CCOc1ccccc1Nc1nnc(SC(C)C(=O)Nc2nc(-c3ccccc3)cs2)s1 (configuration not stated)
 : -5 | -1.5%
84	COc1ccccc1-c1nnc2sc(C3CCCCC3)nn12
 : -1 | 1.8%
85	CCOc1ccc(NC(=O)C(NC(=O)C2CCC(C)CC2)C(C)C)cc1 (configuration not stated)
 : 6 | -2.2%
86	O=C(Nc1ccc2c3c(cccc13)CC2)c1ccc(Br)o1
 : 16 | ·
87	O=c1cc(Cc2nnc(SCc3ccccc3)n2-c2ccc(Cl)cc2)[nH]c(=O)[nH]1
 : 5 | -4.7%
88	O=C(COC(=O)c1ccccc1C(=O)N1CCN(c2ccccc2)CC1)Nc1ccc(F)cc1
 : -7 | -0.5%
89	O=C(O)c1ccc(-c2nc(-c3ccccc3)c(-c3cccs3)[nH]2)cc1
 : 2 | 4.3%
90	Clc1ccc(-c2noc(CN3CCN(c4ccccc4)CC3)n2)cc1
 : -3 | 1.7%
91	Cn1c(=NC(=O)C2=NNC(=O)CC2)sc2ccccc21
 : 14 | -0.5%
92	CC(NC(=O)c1ccco1)C(c1cccs1)N1CCN(c2ccccc2)CC1 (configuration not stated)
 : · | -0.7%
93	COCCn1c(C)cc(C(=O)COC(=O)c2ccc([N+](=O)[O-])o2)c1C
 : -15 | 1.0%
94	O=C(CCn1c(=S)[nH]c2ccccc2c1=O)NCCc1ccccc1
 : 5 | 1.1%
95	Cn1c2ccccc2c2cc(/C=C(\NC(=O)c3ccccc3)C(=O)O)ccc21
 : · | -3.1%
96	c1coc(CNc2nc(-c3cccs3)cs2)c1
 : 5 | -1.4%
97	COc1ccc(CC(CC(=O)O)C(=O)NCc2ccccc2)cc1 (configuration not stated)
 : 0 | -3.7%
98	Cc1ccc(C(=O)NCCNS(=O)(=O)c2ccccc2)cc1
 : 3 | 2.4%
99	COc1ccc(Nc2oc(COc3ccccc3OC)nc2C#N)cc1
 : -9 | 1.7%
100	O=C(NCc1ccc2c(c1)OCO2)C1CC(=O)N(C2CCCC2)C1 (configuration not stated)
 : -2 | 4.0%
101	O=C1Nc2ccccc2/C1=N\N=C\C1=C(N2CCOCC2)C(=C\c2ccccc2)/CC1
 : · | -2.1%
102	O=C(Nc1ccc(Cl)cc1)N1CCCN(c2ccc(C(F)(F)F)cc2[N+](=O)[O-])CC1
 : -6 | 4.5%
103	COCCn1c(CNc2ccc(F)cc2)nnc1SCC(=O)Nc1ccc(OC)cc1OC
 : 7 | 4.8%
104	O=C(NCCc1ccccc1)c1ccc(=O)[nH]c1
 : 12 | 3.9%
105	CC(C)c1ccc(C2NC(=O)NC3=C2CCc2ccccc23)cc1 (configuration not stated)
 : · | -1.3%

Profiles, quoted from the list.
Results for O=C(NCCc1ccccc1)c1ccc(=O)[nH]c1 : RmlCD inh 1536 = 12; GlmU inhibition = 3.9%
Results for CC(C)c1ccc(C2NC(=O)NC3=C2CCc2ccccc23)cc1 (configuration not stated) : RmlCD inh 1536 = ·; GlmU inhibition = -1.3%
